All columns: NCI-60 one-dose screen, growth in % after 48 h at 10 µM unless noted; 100 = growth as untreated, 0 = no growth, -100 = all killed.
SNB-19 – SNB-19 CNS cancer cells. hit rate 2.5% among 81,000. AID 1794751
SNB-75 – SNB-75 CNS cancer | hit rate 5% among 79,000
HCC-2998 – HCC-2998 colon cancer. hit rate 4.7% among 79,000
SF-268 – SF-268 CNS cancer cells; hit rate 3.1% among 82,000
KM12 – KM12 colon cancer cells | hit rate 5% among 82,000
SF-539 – SF-539 CNS cancer; hit rate 6.8% among 81,000; AID 1794752
U251 – U251 CNS tumor cells | AID 1794753 | hit rate 5.4% among 80,000
SF-295 – SF-295 CNS cancer cells; hit rate 5.6% among 79,000; AID 1794758
HCT-116 – HCT-116 colon cancer | hit rate 7.3% among 82,000 | AID 1794798
Numbers without * were called inactive; & = joins results of further samples. The calls were made as follows: active = growth percent below 10; inactive = the rest.

Screening COc1ccccc1-n1c(-c2cccc(O)c2)cn2c3c(=O)[nH]c(=O)n(C)c3nc12 returned SNB-19 102, SNB-75 52, HCC-2998 99, SF-268 94, KM12 110, SF-539 95, U251 103, SF-295 113 and HCT-116 92.
`O=[N+]([O-])c1cc(Cl)ccc1Nc1ccccc1` gave SNB-19 104, SNB-75 93, HCC-2998 110, SF-268 109, KM12 105, SF-539 113, U251 108, SF-295 105 and HCT-116 106.
Screening Cc1ccc(S(=O)(=O)N(C)CCC#N)cc1 returned SNB-19 106, SNB-75 85, HCC-2998 98, SF-268 105, KM12 110, SF-539 103, U251 104 and HCT-116 96.
For Cc1cccc[n+]1CCC[n+]1ccccc1C the results were SNB-19 111, SNB-75 103, HCC-2998 107, SF-268 107, KM12 100, SF-539 99, U251 101, SF-295 103 and HCT-116 86.
Screening CCc1cccc2c3c(sc12)C(c1ccc(OC)cc1)c1c(nc(CC(=O)Nc2ccccc2)[nH]c1=O)O3 (centres undefined) returned SNB-19 74, SNB-75 62, HCC-2998 96, SF-268 83, KM12 57, SF-539 79, U251 79, SF-295 82 and HCT-116 49.
O=C1N[C@@H]2[C@@H](O)[C@@H](O)[C@H](O)C[C@H]2c2cc3c(c(O)c21)OCCO3 was read as SNB-19 -10*, SNB-75 -4.3*, HCC-2998 -46*, SF-268 -0.7*, KM12 -2.6*, SF-539 -24*, U251 -15*, SF-295 -15* and HCT-116 -3.3*.
`O=[N+]([O-])c1ccc(Cl)c(Nc2n[nH]c(-c3ccccc3)n2)c1` gave SNB-19 83, SNB-75 26, HCC-2998 98, SF-268 86, KM12 59, SF-539 90, U251 82, SF-295 89 and HCT-116 82.
Screening Cc1ccc(C(SCCNCc2cc(N(C)C)ccn2)(c2ccccc2)c2ccccc2)cc1 returned SNB-75 8.6*, HCC-2998 -94*, SF-268 -2.1*, KM12 -40*, SF-539 -99*, U251 -89*, SF-295 -96* and HCT-116 -81*.
Screening O=C1NC(=O)C2(CCCCCCC2)N1 returned SNB-19 114, SNB-75 98, SF-268 108, KM12 115, SF-539 102, U251 125 and SF-295 107.
COc1ccc(-c2cc(-c3ccc(Cl)cc3)c3sc(=O)[nH]c3n2)cc1 was read as SNB-19 76, SNB-75 91, HCC-2998 104, SF-268 92, KM12 97, SF-539 87, U251 75, SF-295 96 and HCT-116 86.

Brought forward from above: four compounds; new compounds follow.
`O=[N+]([O-])c1ccc(Cl)c(Nc2n[nH]c(-c3ccccc3)n2)c1` gave SNB-19 83, SNB-75 26, HCC-2998 98, SF-268 86, KM12 59, SF-539 90, U251 82, SF-295 89 and HCT-116 82.
Screening Cc1ccc(C(SCCNCc2cc(N(C)C)ccn2)(c2ccccc2)c2ccccc2)cc1 returned SNB-75 8.6*, HCC-2998 -94*, SF-268 -2.1*, KM12 -40*, SF-539 -99*, U251 -89*, SF-295 -96* and HCT-116 -81*.
Screening O=C1NC(=O)C2(CCCCCCC2)N1 returned SNB-19 114, SNB-75 98, SF-268 108, KM12 115, SF-539 102, U251 125 and SF-295 107.
COc1ccc(-c2cc(-c3ccc(Cl)cc3)c3sc(=O)[nH]c3n2)cc1 was read as SNB-19 76, SNB-75 91, HCC-2998 104, SF-268 92, KM12 97, SF-539 87, U251 75, SF-295 96 and HCT-116 86.
`Cc1ccc(-c2nnc(SCc3cc(=O)oc4ccc(C)cc34)n2-c2ccccc2)cc1` gave SNB-19 104, SNB-75 89, HCC-2998 125, SF-268 94, KM12 94, SF-539 97, U251 96, SF-295 94 and HCT-116 91.
Screening O=C1C=C(C(O)c2cccc3c2OCO3)C(=O)c2ccccc21 (centres undefined) returned SNB-19 97, SNB-75 77, HCC-2998 105, SF-268 121, KM12 108, SF-539 103, U251 104 and HCT-116 90.
CC(=O)OCCn1c([N+](=O)[O-])cnc1/C=[N+](\[O-])C1CCCCC1 was read as SNB-19 101, SNB-75 94, HCC-2998 115, SF-268 115, KM12 100, SF-539 109, U251 103, SF-295 113 and HCT-116 115.
COc1ccccc1CNCCCN1C(=O)c2ccc3c4c(ccc(c24)C1=O)C(=O)N(CCCNCc1ccccc1OC)C3=O was read as SNB-19 -69*, SNB-75 -96*, HCC-2998 -95*, SF-268 -64*, KM12 -79*, SF-539 -71*, U251 -89*, SF-295 -56* and HCT-116 -60*.
Screening CC(O)(c1ccc(Cl)cc1)C(CN1CCCCC1)c1ccccc1 (centres undefined) returned SNB-19 101, SNB-75 100, HCC-2998 72, SF-268 78, KM12 56, SF-539 98, U251 90, SF-295 97 and HCT-116 82.
Screening Cc1cccc(CSc2nc(=O)n(CCCO)c3c2CCC3)c1 returned SNB-19 107, SNB-75 84, HCC-2998 115, SF-268 98, KM12 107, SF-539 97, U251 95, SF-295 102 and HCT-116 93.
Screening COC(=O)C1(CC(=O)c2ccc(Cl)cc2)NC(=S)NC(=O)C1C#N (centres undefined) returned SNB-19 103, SNB-75 120, HCC-2998 106, SF-268 116, KM12 108, SF-539 100, U251 113, SF-295 103 and HCT-116 113.
`COc1ccccc1/C=C/C(=O)c1ccccc1` gave SNB-19 99, SNB-75 88, HCC-2998 101, SF-268 88, KM12 28, SF-539 92, U251 58, SF-295 101 and HCT-116 55.
CCCCSc1nc(NCCc2c[nH]c3ccccc23)c(C#N)c(-c2ccc(OC)cc2)n1 was read as SNB-75 65, HCC-2998 49, SF-268 56, KM12 36, SF-539 54, U251 55, SF-295 43 and HCT-116 21.
Screening CN(C)c1ccc(S(=O)(=O)O)cc1 returned SNB-19 109, SNB-75 96, HCC-2998 103, SF-268 92, KM12 104, SF-539 91, U251 108, SF-295 107 and HCT-116 96.
CNc1ncnc2c1cnn2C was read as SNB-19 94, SNB-75 88, HCC-2998 101, SF-268 100, KM12 103, SF-539 90, U251 108, SF-295 111 and HCT-116 101.
CC(C)Sc1nc(NC2CC2)c(C#N)c(-c2ccc(F)cc2)n1 was read as SNB-19 58, SNB-75 85, HCC-2998 105, SF-268 88, KM12 95, SF-539 58, U251 62, SF-295 54 and HCT-116 64.
`Cn1c(=O)c2c(nc(OCCc3ccccc3)n2C)n(C)c1=O` gave SNB-19 106, SNB-75 89, HCC-2998 106, SF-268 113, KM12 140, SF-539 104, U251 97, SF-295 89 and HCT-116 113.
`CC(=O)OC1(C(C)=O)CCC2C3CCC4=CC(=O)CCC4(C)C3CCC21C` (centres undefined) gave SNB-19 106, SNB-75 89, HCC-2998 103, SF-268 104, KM12 106, SF-539 96, U251 106, SF-295 94 and HCT-116 100.
Screening C=C1CCC2C3(C)COC(c4c(F)cccc4F)OC3CCC2(C)C1C/C=C1/C(=O)OCC1O (centres undefined) returned SNB-19 -7.7*, SNB-75 23, HCC-2998 -65*, SF-268 65, KM12 -67*, SF-539 -92*, U251 -94*, SF-295 -21* and HCT-116 -59*.
Nn1c(N/N=C/c2sc3ccccc3c2Br)n[nH]c1=S was read as SNB-19 84, SNB-75 78, HCC-2998 103, SF-268 94, KM12 102, SF-539 83, U251 90, SF-295 101 and HCT-116 92.
COc1cc(OC)c(S(=O)(=O)NNC(=O)c2ccncc2)cc1C(=O)/C=C/c1ccc(Cl)cc1 was read as SNB-19 73, SNB-75 76, HCC-2998 69, SF-268 70, KM12 62, SF-539 76, U251 61, SF-295 106 and HCT-116 71.
NNC(=O)c1cc(-c2ccccc2)nc2ccccc12 was read as SNB-19 92&93, SNB-75 91&89, HCC-2998 97&84, SF-268 98&92, KM12 99&102, SF-539 101&90, U251 85&94, SF-295 104&111 and HCT-116 74&96.
COc1ccc(S(=O)(=O)n2cc(C(=O)C(=O)Nc3ccncc3)c3ccccc32)cc1 was read as SNB-19 87, SNB-75 76, HCC-2998 59, SF-268 93, KM12 63, SF-539 92, U251 81, SF-295 69 and HCT-116 59.
For O=c1[nH]cnc(O)c1Cl the results were SNB-19 98, SNB-75 97, HCC-2998 101, SF-268 97, KM12 97, SF-539 99, U251 102, SF-295 101 and HCT-116 98.
CCC(SCC(N)=O)(C(=O)O)c1ccccc1 (centres undefined) was read as SNB-19 106, SNB-75 108, HCC-2998 112, SF-268 98, KM12 101, SF-539 97, U251 96, SF-295 104 and HCT-116 96.
Screening CCN1C(=O)N(CC)C2Nn3c(s/c(=C\c4cccnc4)c3=O)=NC21 (centres undefined) returned SNB-19 94, SNB-75 65, HCC-2998 100, SF-268 93, KM12 93, SF-539 96, U251 95, SF-295 93 and HCT-116 86.
Screening CC1=C(C(=O)Nc2nc(-c3ccc(Cl)cc3)cs2)[C@H](c2ccc(O)cc2)NC(=O)N1 returned SNB-19 107, SNB-75 74, HCC-2998 108, SF-268 87, KM12 97, SF-539 99, U251 93, SF-295 96 and HCT-116 95.
Screening COC(=O)CCN1CCN(c2ccccc2Cl)CC1 returned SNB-75 79, HCC-2998 98, SF-268 112, KM12 102, SF-539 104, U251 104, SF-295 97 and HCT-116 98.
For CC(=O)Nc1cc(C)cc(C(=O)O)c1C the results were SNB-19 107, SNB-75 99, HCC-2998 103, SF-268 109, KM12 103, SF-539 101, U251 97, SF-295 97 and HCT-116 100.
Screening Cn1c(=O)[nH]c(=O)c2nc(/C=C(\O)c3ccc(F)cc3F)c(=O)[nH]c21 returned SNB-19 94, SNB-75 80, HCC-2998 87, SF-268 96, KM12 100, SF-539 93, U251 97, SF-295 100 and HCT-116 100.
NC1=NC(c2c[nH]c3ccccc23)C2=C(N1)c1ccccc1C2 (centres undefined) was read as SNB-19 85, SNB-75 97, HCC-2998 107, SF-268 97, KM12 88, SF-539 94, U251 78, SF-295 91 and HCT-116 81.
Screening Cc1cc(C)c(/C=C(\C#N)c2nc3ccccc3n2C)[nH]1 returned SNB-19 98, SNB-75 82, HCC-2998 110, SF-268 99, KM12 107, SF-539 91, U251 98, SF-295 88 and HCT-116 94.
CON1CCC(c2cn(S(=O)(=O)N(C)C)cn2)c2cc[nH]c2C1=O (centres undefined) was read as SNB-19 97, SNB-75 80, HCC-2998 105, SF-268 98, KM12 100, SF-539 91, U251 100, SF-295 100 and HCT-116 99.
`O=C1/C(=C/c2cc(-c3ccc4c(c3)OCO4)n[nH]2)Cc2ccccc21` gave SNB-19 103, SNB-75 90, HCC-2998 104, SF-268 86, KM12 89, SF-539 99, U251 97, SF-295 86 and HCT-116 102.
COc1cc2cc(Sc3ccc(NC(=O)c4cc(C(F)(F)F)cc(C(F)(F)F)c4)cc3)c(C)nc2cc1OC was read as SNB-19 93, SNB-75 93, HCC-2998 112, SF-268 102, KM12 102, SF-539 90, U251 105, SF-295 103 and HCT-116 106.
Screening c1ccc(-c2nc3n(c2-c2ccccc2)CN(C(c2ccccc2)c2nc4ncncc4[nH]2)CS3)cc1 (centres undefined) returned SNB-19 94, SNB-75 91, HCC-2998 103, SF-268 101, KM12 103, SF-539 102, U251 99, SF-295 98 and HCT-116 95.
COc1ccc(Nc2ncnc3onc(-c4ccccc4)c23)cc1OC was read as SNB-19 97, SNB-75 88, HCC-2998 99, SF-268 102, KM12 100, SF-539 91, U251 100, SF-295 100 and HCT-116 97.
For O=C(/C=C/c1ccc(O)cc1)c1cc2ccccc2oc1=O the results were SNB-19 96, SNB-75 90, HCC-2998 117, SF-268 99, KM12 100, SF-539 102, U251 105, SF-295 96 and HCT-116 106.
CCN1C(=O)N(CC)C2C1NN=c1s/c(=C3\C(=O)N(CCC(C)C)c4ccccc43)c(=O)n12 (centres undefined) was read as SNB-19 23, SNB-75 22, HCC-2998 12, SF-268 51, KM12 18, SF-539 -15*, U251 8.2*, SF-295 8.1* and HCT-116 11.
Screening COc1cccc(-c2nc(-c3ccc(NC(=O)c4ccccc4)cc3)[nH]c2-c2ccnc(Br)c2)c1 returned SNB-19 34, SNB-75 11, HCC-2998 31, SF-268 51, KM12 20, SF-539 -5.9*, U251 31, SF-295 -63* and HCT-116 31.
For CCC(=O)C(CC)c1ccccc1 (centres undefined) the results were SNB-19 116, SNB-75 103, HCC-2998 98, SF-268 104, KM12 105, SF-539 92, U251 93, SF-295 94 and HCT-116 108.
Screening Nc1c2c([nH]c(=O)c1N)CCC2 returned SNB-19 109, SNB-75 98, HCC-2998 98, SF-268 97, KM12 104, SF-539 104, U251 96, SF-295 111 and HCT-116 99.
For CCOC(=O)CC(c1ccccc1)C(C#N)c1ccccc1 (centres undefined) the results were SNB-19 111, SNB-75 82, HCC-2998 114, SF-268 99, KM12 92, SF-539 109, U251 98, SF-295 110 and HCT-116 92.
Screening COc1ccc(C(C)C=O)cc1 (centres undefined) returned SNB-19 107, SNB-75 88, HCC-2998 109, SF-268 114, KM12 107, SF-539 99, U251 107, SF-295 115 and HCT-116 101.
For CC(C)(C)C1CCC(O)CC1 (centres undefined) the results were SNB-19 101, SNB-75 87, HCC-2998 104, SF-268 95, KM12 89, SF-539 102, U251 93, SF-295 100 and HCT-116 103.
Screening Cn1c2nc(=O)n(-c3ccccc3)c(=O)c-2nc2c1CCCC2 returned SNB-19 105, SNB-75 79, HCC-2998 107, SF-268 97, KM12 95, SF-539 96, U251 97, SF-295 126 and HCT-116 97.
CCOC(=O)c1nn(-c2ccc(C)cc2)c(=O)c2c(N)c(C#N)c(-c3ccccc3)cc12 was read as SNB-19 97, SNB-75 63, HCC-2998 97, SF-268 95, KM12 96, SF-539 94, U251 102, SF-295 100 and HCT-116 91.

Retrieved by compound from the entries so far (two):
Screening c1ccc(-c2nc3n(c2-c2ccccc2)CN(C(c2ccccc2)c2nc4ncncc4[nH]2)CS3)cc1 (centres undefined) returned SNB-19 94, SNB-75 91, HCC-2998 103, SF-268 101, KM12 103, SF-539 102, U251 99, SF-295 98 and HCT-116 95.
For O=C(/C=C/c1ccc(O)cc1)c1cc2ccccc2oc1=O the results were SNB-19 96, SNB-75 90, HCC-2998 117, SF-268 99, KM12 100, SF-539 102, U251 105, SF-295 96 and HCT-116 106.

Assay outcomes as filed in PubChem BioAssay.
